H9c2 TAG inh = reduces triacylglycerol accumulation in H9c2 cells. Nile Red lipid (TAG) fluorescence; cells loaded with 200 µM oleic acid. inhibition, % at 12.5 µM. 0.66% of 230,000 active;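 active = pattern-corrected inhibition of lipid staining of at least 50% with the nuclear-stain viability signal not falling by more than 50%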;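 also: 0% = DMSO wells and 100% = triacsin C control wells; some results filed as inactive read as strong as hits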
H9c2 TAG inh DAPI viability = second read-out of H9c2 TAG inh, no call of its own (marks repeat the call); DAPI nuclei signal change (viability), lower = more cytotoxic, %;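 whole-well DAPI fluorescence read on a plate reader as a viability signal; minus 50 percent equals half of cells still viable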
* hit, by the source's call.

SMILES	H9c2 TAG inh	H9c2 TAG inh DAPI viability
O=C(CN1CCOCC1)Nc1ccc(Cl)cc1	7.5	0.7
Cc1cccc(N2CCN(C(=O)c3cc4c(=O)[nH]c5ccccc5c4n3C)CC2)c1C	0.9	6.4
COC(CNC(=O)CCc1c(C)nc2c(-c3ccc(F)cc3)c(C)nn2c1C)OC	11.4	-9.9
NC(=O)Cc1c[nH]c2cccc(O)c12	14.2	-3.0
Cc1ccc(/C=C/C(=O)NCc2cccs2)c(C)c1	3.7	4.6
NC(=S)NN=Cc1ccc(-c2ccc(S(=O)(=O)Nc3ncccn3)cc2)o1	-3.8	-0.3
COc1ccc(C2=NO[C@H]3C[C@](C(=O)NC(C)C)(S(=O)(=O)c4ccccc4)C[C@@H]23)cc1	5.9	2.1
C/C(=N\N1CCN(C)CC1)c1ccc(OC(F)F)cc1	8.2	-10.3
O=C(CS(=O)(=O)c1cn(Cc2cccc(F)c2)c2ccccc12)N1CCCCC1	-8.6	-4.6
Cc1cc(C)cc(-n2c(C)cc(/C=N/NC(=O)c3ccncc3)c2C)c1	-14.9	-6.9
O=C(O)Cc1ccc(NC(=O)c2cnccn2)cc1	-2.7	0.6
CCOC(=O)N1CCN(CC(O)COCC2=CCC3CC2C3(C)C)CC1 (stereo not given)	6.1	-9.2
Cc1cc(C)n(CCCNC(=O)C(C)(C)Oc2ccc(Cl)cc2)n1	9.2	0.5
COc1ccc(C(=O)N/C(=C\c2ccco2)C(=O)OCc2ccco2)cc1	4.6	-7.6
CN(C)S(=O)(=O)Oc1ccsc1C(=O)Nc1ccc(Cl)cc1	-3.3	-3.7
Cc1[nH][nH]c(=O)c1C(c1ccc(-c2ccc(F)cc2)o1)c1c(C)[nH][nH]c1=O	-1.5	-0.4
O=C(C1CCCCC1)N1CCN(S(=O)(=O)c2ccc(Br)cc2)CC1	5.3	-1.1
CC1CCN(C(=O)COC(=O)Cn2cnc3ccccc32)CC1	-5.2	-1.1
Cc1ccc(C(=O)N(CC(C)C)c2c(N)n(Cc3ccccc3)c(=O)[nH]c2=O)o1	-7.2	2.8
O=C(COC(=O)CSc1ccc([N+](=O)[O-])cc1)NCCC1=CCCCC1	10.8	2.6
CCc1ccc(NC(=O)NC2CCCCCCC2)cc1	-4.0	0.4
COC(=O)c1ccc(CN2CCC(CO)(Cc3ccccc3Cl)CC2)cc1	4.1	12.1
CCCn1c2ccccc2c2nnc(SC(CC)C(=O)Nc3sc4c(c3C#N)CCCC4)nc21 (stereo not given)	19.7	-6.4
COc1ccc(OC)c(-c2nnc3n2N=C(c2ccc(OC)c(OCC4CC4)c2)CS3)c1	41.0	-23.9
CC(CC(=O)OCC(=O)NCc1ccc(Cl)cc1)c1ccccc1 (stereo not given)	-7.0	-4.6
COc1ccc(NC(=O)Cc2cccc(F)c2)cc1S(=O)(=O)Nc1ccccc1Cl	-8.8	-8.8
Cc1ccc(C(=O)C[n+]2ccccc2C)cc1[N+](=O)[O-]	-5.7	-1.0
CCc1cccc(NC(=O)NC2CCCCC2)c1	-5.6	-5.3
COc1ccc(C2c3c(ncn(CCCN4CCOCC4)c3=N)Oc3ccc4ccccc4c32)cc1OC (stereo not given)	39.1	-6.5
COc1ccc(N(C)S(=O)(=O)c2cccc(C(=O)Nc3nnc(C4CC4)s3)c2)cc1	-6.0	9.3
O=C(COC(=O)C1=COCCO1)NCCCc1ccccc1	-15.1	-2.2
O=C1CCC[C@@H]2Cc3nc4ccccc4cc3[C@@H]3CCN1[C@H]23	20.5	2.5
CN(CCCn1ccc(N)nc1=O)Cc1ccco1	1.5	4.4
CCn1c(SCC(=O)N2CC(C)OC(C)C2)nc2c([nH]c3ccccc32)c1=O (stereo not given)	21.1	-3.3
Cc1ccc(Cl)cc1N1CCN(Cc2cc(=O)n3ccsc3n2)CC1	-6.5	9.4
C/C(=N\NC(=O)c1csc(C)c1C)c1ccc(Cl)s1	-32.9	-1.1
Cc1cc(C)n(CCCNC(=O)c2ccco2)n1	-0.1	-5.4
O=C(N[C@H]1CC1c1ccccc1)c1ccc([N+](=O)[O-])cc1 (stereo not given in full)	-12.5	3.7
CN(Cc1ccccc1)C(=O)c1ccc(NC(=O)Cc2cccc(NC(=O)C3CCN(C(=O)C4CCCCC4)CC3)c2)cc1	40.5	-20.8
O=C(Nc1nnc(/C=C/c2ccccc2)s1)c1ccco1	-1.0	8.2
Cc1cc(C)cc(N(CC(=O)N2CCOCC2)S(=O)(=O)c2ccccc2)c1	-3.5	2.9
COc1ccc(CN(C(=O)c2ccco2)c2ccc(C)cc2)cc1OC	11.9	-3.1
CCN(CC)c1cc(C)c2cc(NC(=O)c3ccc(Br)o3)ccc2n1	33.9	0.5
CCN(CC)S(=O)(=O)c1ccc2c(c1)c(=O)c(C(=O)N1CCOCC1)cn2C	-1.0	-3.2
CCC(C)NCCOCCOc1ccc(Br)cc1 (stereo not given)	11.8	-1.5
O=C(c1ccc(-c2cc(O)c3ncccc3c2)cc1)N1CCNCC1	9.5	-15.4
CCOC(=O)CN(C(=O)CSc1nnc(-c2ccc(OC)c(OC)c2)o1)c1ccc(F)cc1	-4.8	-4.4
CC1(c2ccccc2)NC(=O)N(CC(=O)NCCN2C(=O)S/C(=C\c3cccnc3)C2=O)C1=O (stereo not given)	-12.2	2.4
CCC(C)[C@H](NC(=O)Nc1ccccc1F)C(=O)OC (stereo not given in full)	-7.2	-4.7
COC(=O)c1ccc(NC(=S)NC(=O)C2CCC2)cc1	3.7	3.6
COC(=O)c1ccc(OC(=O)CN2C(=O)c3ccccc3C2=O)cc1	1.0	-1.9
C/C=C/c1ccc(OCCCn2cncn2)c(OC)c1	-27.9	11.6
Cn1c(=NC(=O)COc2ccccc2)sc2ccccc21	-18.4	-9.8
COc1ccc(C)cc1NC(=O)C(Sc1nnnn1C)c1ccccc1 (stereo not given)	-5.4	8.5
CS(=O)(=O)NN1C(=O)c2ccccc2NC1c1cccc2cccnc12 (stereo not given)	-1.3	0.8
Cc1noc(C(C)C)c1C(=O)Nc1ccc(-c2nnc3n2CCCCC3)cc1	15.0	-2.7
Cn1nnnc1SCC(=O)Nc1ccccc1[N+](=O)[O-]	9.6	-17.7
O=[N+]([O-])c1cccc(S(=O)(=O)Nc2cccc(-c3ccc(N4CCCC4)nn3)c2)c1	-6.7	-3.8
Cc1cc(NC(=O)Nc2cccc(C(F)(F)F)c2)no1	-2.4	-0.2
CCCN1CCN(S(=O)(=O)c2cc3c(cc2C)NC(=O)CO3)CC1	3.1	-5.8

(cont.)
SMILES	H9c2 TAG inh	H9c2 TAG inh DAPI viability
CCOc1ccccc1O[C@H](c1ccccc1)[C@H]1CNCCO1	11.8	12.0
COCCN(C(=O)c1cc2c(s1)CCCCC2)c1c(N)n(Cc2ccccc2)c(=O)[nH]c1=O	-5.0	-5.0
CNc1cc(-c2c(OC)cccc2OC)ncn1	-13.6	1.7
COc1ccc(C(=O)C[n+]2cccc3cc(C)ccc32)cc1	-27.1	-2.3
CC1=CC(C)(C)NC(=S)N1c1ccc([N+](=O)[O-])cc1	-7.1	10.5
COc1ccc(CC(=O)OC(C)C(=O)Nc2ccc(Cl)cn2)cc1 (stereo not given)	3.0	6.1
O=C(NNC(=O)C(c1ccccc1)c1ccccc1)c1cccs1	7.8	-2.5
COCCOC(=O)C1=C(C)N(Cc2ccccc2)C(=O)NC1c1cccc(OC)c1OC (stereo not given)	-2.6	-2.6
CN(Cc1ccc([N+](=O)[O-])cc1)c1ccccc1	-8.1	6.2
COc1ccccc1/C=C/C(=O)NNC(=O)c1cccs1	2.9	6.7
Cc1ccc(N2C(=O)c3cccc([N+](=O)[O-])c3C2=O)cc1C	7.9	13.5
Cc1ccc(/C=N/NC(=O)CSc2nc3ccccc3n2C)s1	-4.2	11.4
O=C1c2ccccc2CN1CCNC(=S)NC1CCCCC1	21.8	-9.6
CCN1C(=O)C(=O)N(CC(=O)NC(C)CCc2ccccc2)C1=O (stereo not given)	0.4	-1.2
CN1C(=O)c2ccccc2C(C(=O)O)C1c1cn(C)c2ccccc12 (stereo not given)	8.8	-10.3
COC(=O)C1C(c2ccc(Br)cc2)Nc2nnc(C(F)(F)F)n2C1(C)O (stereo not given)	3.1	-5.6
Cc1cc(Nc2ccccc2)c2c([N+](=O)[O-])c(C)cc(C)c2n1	11.9	-1.9
CCOC(=O)c1oc2nc3c(cc2c1N)CCCC3	-1.6	-6.9
CCNc1nc(NC(C)C)nc(OCC)n1	5.8	-7.4
CCOC(=O)c1cnc2c(C(=O)OCC)cnn2c1N	2.6	-6.8
O=C(COC(=O)CNC(=O)C1CCCCC1)Nc1ccc(Cl)cc1F	-4.7	-0.8
Cn1c2ccccc2c2nnc(NN)nc21	3.5	9.2
Cc1onc(NC(=O)CSCC(=O)O)c1Br	12.6	-13.7
COc1ccccc1C(=O)NC1CCCCCCC1	2.3	-4.2
Cc1nc(NC(=O)COC(=O)C2=NNC(=O)CC2)c(Cl)cc1Cl	12.0	-3.4
Cc1c(C(=O)OCc2nc3ccsc3c(=O)[nH]2)oc2ccccc12	21.7	4.3
COc1ccc(CNS(=O)(=O)CCNCc2ccco2)cc1	14.8	-4.8
CCC(C)(C)NC(=O)C(c1ccc(O)cc1)N(CCOC)C(=O)CCC(=O)Nc1nccs1 (stereo not given)	1.8	-4.1
C/C(=N\NC(=O)CNc1ccccc1Cl)C(C)(C)C	-1.2	4.2
Cc1cc(C)nc(Nc2n[nH]c(-c3ccccc3C)n2)n1	-0.9	11.1
O=C(N=C1N=C2C=CC(Br)=CN2Cc2ccccc21)c1ccc([N+](=O)[O-])cc1[N+](=O)[O-]	40.2	0.5
COc1ccc(-c2cc(NC=O)c3ncc(-c4ccc(OC)c(OC)c4)n3c2)cc1	55.6*	-44.7*
CC(=O)Nc1cc(-c2ccc(CO)cc2)cn2c(-c3ccc(F)cc3)cnc12	-2.5	3.7
CCCNC(=O)c1cc(C2CCCN(C(=O)C3CCCCC3)C2)on1 (stereo not given)	-4.9	-5.7
COc1ccc(S(=O)(=O)NCCc2cn3cccc(C)c3n2)cc1OC	8.3	-2.7

Compounds listed so far that have a CF3 group:
SMILES	H9c2 TAG inh	H9c2 TAG inh DAPI viability
Cc1cc(NC(=O)Nc2cccc(C(F)(F)F)c2)no1	-2.4	-0.2
COC(=O)C1C(c2ccc(Br)cc2)Nc2nnc(C(F)(F)F)n2C1(C)O (stereo not given)	3.1	-5.6

In the list so far, these have an aryl methoxy group:
SMILES	H9c2 TAG inh	H9c2 TAG inh DAPI viability
COc1ccc(C2=NO[C@H]3C[C@](C(=O)NC(C)C)(S(=O)(=O)c4ccccc4)C[C@@H]23)cc1	5.9	2.1
COc1ccc(C(=O)N/C(=C\c2ccco2)C(=O)OCc2ccco2)cc1	4.6	-7.6
COc1ccc(OC)c(-c2nnc3n2N=C(c2ccc(OC)c(OCC4CC4)c2)CS3)c1	41.0	-23.9
COc1ccc(NC(=O)Cc2cccc(F)c2)cc1S(=O)(=O)Nc1ccccc1Cl	-8.8	-8.8
COc1ccc(C2c3c(ncn(CCCN4CCOCC4)c3=N)Oc3ccc4ccccc4c32)cc1OC (stereo not given)	39.1	-6.5
COc1ccc(N(C)S(=O)(=O)c2cccc(C(=O)Nc3nnc(C4CC4)s3)c2)cc1	-6.0	9.3
COc1ccc(CN(C(=O)c2ccco2)c2ccc(C)cc2)cc1OC	11.9	-3.1
CCOC(=O)CN(C(=O)CSc1nnc(-c2ccc(OC)c(OC)c2)o1)c1ccc(F)cc1	-4.8	-4.4
C/C=C/c1ccc(OCCCn2cncn2)c(OC)c1	-27.9	11.6
COc1ccc(C)cc1NC(=O)C(Sc1nnnn1C)c1ccccc1 (stereo not given)	-5.4	8.5
CNc1cc(-c2c(OC)cccc2OC)ncn1	-13.6	1.7
COc1ccc(C(=O)C[n+]2cccc3cc(C)ccc32)cc1	-27.1	-2.3
COc1ccc(CC(=O)OC(C)C(=O)Nc2ccc(Cl)cn2)cc1 (stereo not given)	3.0	6.1
COCCOC(=O)C1=C(C)N(Cc2ccccc2)C(=O)NC1c1cccc(OC)c1OC (stereo not given)	-2.6	-2.6
COc1ccccc1/C=C/C(=O)NNC(=O)c1cccs1	2.9	6.7
COc1ccccc1C(=O)NC1CCCCCCC1	2.3	-4.2
COc1ccc(CNS(=O)(=O)CCNCc2ccco2)cc1	14.8	-4.8
COc1ccc(-c2cc(NC=O)c3ncc(-c4ccc(OC)c(OC)c4)n3c2)cc1	55.6*	-44.7*
COc1ccc(S(=O)(=O)NCCc2cn3cccc(C)c3n2)cc1OC	8.3	-2.7

Assay outcomes from PubChem.

Not all compounds are listed, so the mix of outcomes need not match the whole.
